# Source: PubChem BioAssay
# Tn7 DDE FP – disrupts Tn7 cyclic peptide binding to fibrin D-Dimer-E complex; P02675; FP displacement of FITC-Tn7 peptide from fibrin DD(E); 0% = median of compound wells per plate; inhibition, % at 8.3 µM; actives 0.13% (n = 370,000);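 active means inhibition above the mean of compounds falling within the control limits plus 3 SD of them, cut at about 14% in these data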;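 further: 0% = plate median of compound wells and 100% = 10 µM Aha-Tn7 peptide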
#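 Assay system: human fibrin DD(E) protein / Input: 2 µM fibrin DD(E) / Benchmarks: high control of 10 µM Aha-Tn7 peptide / Measured by: fluorescence polarization of the labelled Tn7 tracer / Medium: Tris buffer with calcium and detergent, pH 7.8 / Timing: 10 min compound pre-incubation, 3 h probe incubation at room temperature / Repeats: one replicate per compound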
# ARFGAP1 inhibitor – rat ARFGAP1 inhibition; Q62848; inhibition, % at 16.5 µM; Arfgap1-stimulated ARF1 GTP hydrolysis, GDP FP detection; actives 0.26% (n = 360,000);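 active means inhibition above a per-plate limit, mean inhibition of low control wells plus 3 SD, cut at about 25% in these data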;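 further: 0% = DMSO wells with enzyme and 100% = wells lacking Arfgap1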
#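 material = rat Arfgap1 catalytic domain, aa 1-136 | also added = human ARF1(Δ1-17)-GTP substrate | compound dosing = one concentration, 16.5 µM, DMSO 1.26% | times = GTP hydrolysis reaction 2 h at 25 °C | measured by = FP, GDP Alexa 633 tracer displaced from anti-GDP antibody, 620/688 nm | evaluation = percent inhibition of Arfgap1-stimulated GTP hydrolysis | replication = single well per compound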
# Tn6 DDE FP – disrupts Tn6 cyclic peptide binding to fibrin D-Dimer-E complex; Fibrin DD(E) TRITC-Tn6 fluorescence polarization displacement; actives 0.21% (n = 370,000); P02675; inhibition, % at 8.3 µM;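 active means inhibition above a per-campaign cutoff: mean of compounds within control limits plus 3 SD, cut at about 15% in these data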;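 further: 0% = median of all compound wells on the plate and 100% = blocking peptide control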
# ADAM17 inh – inhibitors of human ADAM17 | P78536 | recombinant ADAM17, EDANS/DABCYL FRET peptide cleavage | inhibition, % at 6.95 µM | actives 0.83% (n = 370,000);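 active means inhibition above the mean of compounds lying between control limits plus 3 SD, set per campaign, cut at about 8.5% in these data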;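 further: 0% = DMSO-only wells as the low control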
# SIAE primary – blocks human sialic acid acetylesterase; Q9HAT2; SIAE FP-Rh probe binding, fluorescence polarization; inhibition, % at 9.66 µM; actives 0.69% (n = 370,000); AID 1053197;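 active means inhibition above a cutoff: mean of compounds within the control limits plus 3 SD of those, cut at about 17% in these data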;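 further: 0% = plate median of compound wells and 100% = probe without SIAE protein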
# TDP2 inh – TDP2 (human) inhibition, absorbance primary screen; recombinant TDP2, T5PNP hydrolysis, p-nitrophenol absorbance 415 nm; inhibition, % at 12.8 µM; actives 0.34% (n = 370,000);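 active means inhibition above the mean of all tested compounds plus 3 SD, set per campaign, cut at about 25% in these data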;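 further: 0% = DMSO with enzyme and 100% = buffer with substrate but no TDP2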
#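 test system = human TDP2 enzyme | input = TDP2 enzyme at 120 nM final | medium = 50 mM Tris-HCl pH 7.5 with Mg2+, KCl, DTT, BSA | also added = T5PNP substrate, 5 mM | times = 2 h at 37 °C | technique = epi absorbance | benchmarks = high control without enzyme, low control DMSO plus TDP2 | replication = each compound tested once, singlicate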
# ASAP1 inh – blocks human ASAP1-stimulated Arf1 GTP hydrolysis. inhibition, % at 16.5 µM. Q9ULH1. actives 0.19% (n = 360,000). GDP FP detection. AID 624377; in the data active means inhibition above about 25%;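 further: 0% = vehicle with enzyme and substrate and 100% = no enzyme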
# ADAM10 inh – ADAM10 inhibition, QFRET primary screen; O14672; recombinant ADAM10, EDANS/DABCYL FRET peptide cleavage, 3 h; inhibition, % at 7 µM; actives 0.62% (n = 370,000);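 active means inhibition above a per-campaign cutoff equal to the mean of compounds falling between control-based bounds plus 3 SD, cut at about 20% in these data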;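 further: 0% = DMSO wells while the 100% control is not disclosed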
# PLCb3 inh – PLC-beta3 (human) inhibition, primary screen; Purified PLC-beta3, fluorogenic substrate, fluorescence; inhibition, % at 12.2 µM; actives 0.18% (n = 370,000); in the data active means inhibition above about 11%;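 further: 0% = median of compound wells on plate and 100% = full blocker control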
# Target sequence (Q01970 whole entry, looked up): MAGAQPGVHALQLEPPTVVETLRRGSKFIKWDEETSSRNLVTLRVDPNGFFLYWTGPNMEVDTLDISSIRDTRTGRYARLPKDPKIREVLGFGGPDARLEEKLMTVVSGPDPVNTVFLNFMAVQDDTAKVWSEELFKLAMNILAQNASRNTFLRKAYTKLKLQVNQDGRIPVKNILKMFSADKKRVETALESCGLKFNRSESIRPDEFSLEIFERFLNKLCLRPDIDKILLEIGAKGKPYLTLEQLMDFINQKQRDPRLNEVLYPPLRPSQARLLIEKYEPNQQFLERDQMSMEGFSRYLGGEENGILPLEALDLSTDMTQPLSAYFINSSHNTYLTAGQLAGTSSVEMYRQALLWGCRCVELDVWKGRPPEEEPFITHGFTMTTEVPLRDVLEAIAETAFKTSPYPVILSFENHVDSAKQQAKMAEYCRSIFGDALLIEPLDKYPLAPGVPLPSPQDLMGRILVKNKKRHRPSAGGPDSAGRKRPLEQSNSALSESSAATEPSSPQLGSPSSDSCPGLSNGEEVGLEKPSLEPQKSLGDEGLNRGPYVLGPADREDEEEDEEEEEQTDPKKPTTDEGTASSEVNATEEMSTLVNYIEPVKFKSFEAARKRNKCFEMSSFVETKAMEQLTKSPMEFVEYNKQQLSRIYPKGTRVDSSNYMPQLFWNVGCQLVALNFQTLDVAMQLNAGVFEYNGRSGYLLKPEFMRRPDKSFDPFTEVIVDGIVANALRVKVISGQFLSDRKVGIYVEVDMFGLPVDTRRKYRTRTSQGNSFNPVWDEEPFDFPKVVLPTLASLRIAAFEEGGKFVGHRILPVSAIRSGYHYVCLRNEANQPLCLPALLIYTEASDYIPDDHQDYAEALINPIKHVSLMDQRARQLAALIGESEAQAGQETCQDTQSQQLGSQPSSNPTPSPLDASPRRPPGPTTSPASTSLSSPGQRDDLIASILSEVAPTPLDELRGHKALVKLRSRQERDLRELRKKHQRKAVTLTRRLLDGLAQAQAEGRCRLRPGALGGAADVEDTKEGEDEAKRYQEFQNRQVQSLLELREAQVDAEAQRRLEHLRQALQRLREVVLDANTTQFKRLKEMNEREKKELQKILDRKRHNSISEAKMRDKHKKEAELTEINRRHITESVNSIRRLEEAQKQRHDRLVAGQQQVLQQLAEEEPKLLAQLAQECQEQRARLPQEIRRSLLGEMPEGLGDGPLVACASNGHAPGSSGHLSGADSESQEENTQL
# PLC-gamma1 inh – blocks human PLC-gamma1 enzyme activity; P19174; AID 720700; inhibition, % at 12.2 µM; purified PLC-gamma1, fluorogenic substrate, fluorescence; actives 0.84% (n = 370,000); in the data active means inhibition above about 9.5%
# Numbers without * were called inactive; . = no result given.
Tn6 DDE FP	Tn7 DDE FP	ADAM17 inh	PLC-gamma1 inh	TDP2 inh	ASAP1 inh	SIAE primary	PLCb3 inh	ARFGAP1 inhibitor	ADAM10 inh	canonical_smiles
0.4	-5.9	-2.7	-0.7	4.9	3.0	1.1	4.0	-2.5	3.9	O=C(COC(=O)c1cccc(C(=O)OCC(=O)c2ccc(Br)cc2)n1)c1ccc(Br)cc1
-3.9	-3.3	-4.5	-2.1	-13.5	5.6	7.3	0.3	-1.3	-0.3	COc1ccccc1NC(=O)CSc1ncnc2c1oc1ccccc12
10.5	-0.2	-9.4	-16.8	-9.9	9.2	3.0	-22.4	-1.9	-36.6	CN(C)C=Nc1ncc2c3ccccc3n(Cc3ccccc3)c2c1C#N
5.2	-4.1	-6.7	0.2	14.1	0.7	-4.2	-6.3	-5.8	-3.1	c1csc(-c2nn3cnnc3c3ccccc23)c1
-8.6	0.0	1.2	1.1	-7.0	17.9	6.7	-7.7	2.0	-6.7	ON(Cc1c(F)cccc1Cl)Cc1c(F)cccc1Cl
6.2	4.9	2.0	0.6	-6.4	-8.0	-3.7	2.1	5.3	-11.3	O=C(O)CC1C(=O)NCCN1Cc1ccc(F)c(F)c1 (configuration not stated)
-5.7	1.4	-11.4	-2.8	5.0	-2.5	8.5	-10.5	-9.7	-22.7	Cc1nc2c(C(=O)NCc3ccc4c(c3)OCO4)c[nH]n2c(=O)c1Cl
3.6	4.7	-1.6	-1.7	-14.3	3.3	-10.5	2.4	2.8	-5.0	CCCCCCCCCCC[C@@H](C[C@@H]1OC(=O)[C@H]1CCCCCC)OC(=O)[C@H](CC(C)C)NC=O
1.6	3.2	-24.7	-22.8	-4.2	-5.0	3.7	-35.2	-3.6	-81.5	CN1CCN(S(=O)(=O)c2ccc(NN)nc2)CC1
1.9	-11.9	-2.8	1.6	11.3	5.4	3.8	-4.8	1.3	-2.2	CCOc1ccccc1NC(=O)C(CC)Sc1nc2ccsc2c(=O)n1CCC(=O)O (configuration not stated)
5.4	2.4	-1.3	-0.8	8.1	8.4	-0.1	-6.7	7.9	4.9	CN(CC(O)COCc1ccccc1F)C1CCCCC1 (configuration not stated)
-8.2	-3.3	-1.9	2.3	-4.2	20.3	-1.9	-2.0	5.7	-5.4	CCCCNC(=O)NS(=O)(=O)c1ccc(NC(=O)CCC(=O)c2cccs2)cc1
3.5	9.1	-6.0	-238.9	1.0	5.3	3.5	-298.5	1.0	-33.9	O=C(NCc1ccco1)c1cc2nc(-c3ccc4c(c3)OCO4)cc(C(F)(F)F)n2n1
-4.3	-4.8	5.4	-3.5	-1.4	-3.2	3.1	-7.0	17.3	18.0	CN(Cc1ccccc1)C(=O)c1cnc(Cc2c[nH]c3ccccc23)c(I)c1
9.7	-12.0	1.3	0.8	-3.8	-5.3	-7.2	3.7	7.1	-1.5	NS(=O)(=O)c1ccc(CCNC(=O)c2cccc([N+](=O)[O-])c2)cc1
4.0	2.2	-5.5	1.1	4.0	-22.8	-0.3	-7.3	-5.8	0.7	O=c1[nH]nc(-c2ccc(F)cc2)cc1Cc1cccs1
8.8	-2.4	-1.2	-0.8	1.8	-7.2	-3.8	-4.2	2.4	-0.4	CC(NC(=O)c1cc(COc2ccc(-n3cncn3)cc2)on1)c1ccc(F)cc1 (configuration not stated)
-6.1	8.7	0.1	-1.9	-14.1	-20.0	7.0	-10.6	3.1	-2.0	CN(CC(=O)Nc1ccc(N2CCOCC2)cc1)C(=O)c1cc2c(s1)CCCC2
4.6	-0.9	-2.4	-0.3	1.0	.	-6.4	1.5	.	-5.0	CC1CCC2(CCC(=O)N2CCCO)CC1 (configuration not stated)
-6.5	-1.0	-5.6	-0.1	2.0	-1.1	7.5	-4.9	-5.3	-6.3	Cc1cc(C)c(C=NNc2nc3c([nH]2)c(=O)n(C)c(=O)n3C)c(C)c1
5.4	-6.8	3.8	5.5	0.8	-4.9	-7.1	0.3	11.3	3.3	CCOC(=O)C1=NOC2(C1)C(=O)Nc1c(Cl)cccc12 (configuration not stated)
3.3	4.2	-2.1	1.7	-3.4	-5.2	4.9	-3.4	-3.5	-10.5	COC(=O)c1ccc(CNC(=O)c2coc3ccccc3c2=O)cc1
0.5	0.2	-8.7	-11.4	-1.5	.	-2.0	-12.5	.	-15.5	COc1ccc(CN2CN3Cc4cc(OC)ccc4C3CS2(=O)=O)cc1 (configuration not stated)
-2.3	3.7	-1.6	1.9	12.1	-2.6	5.6	-4.3	7.3	-1.6	COc1ccc(NC(=O)N2C3CCCC2CC(NC(=O)c2ccccc2)C3)cc1 (configuration not stated)
-0.7	-3.1	-4.7	-7.4	6.7	-4.1	3.8	-14.7	-6.4	-12.2	CCOC(=O)C(=CNc1cscc1S(=O)(=O)C(C)C)C(=O)OCC
5.0	5.8	-0.5	-4.0	4.0	-1.9	-2.4	0.1	-2.1	-0.2	CC(C)CC1C(=O)N(Cc2cn(Cc3ccco3)nn2)CCS(=O)(=O)N1Cc1ccc(-c2ccncc2)cc1 (configuration not stated)
-0.7	2.3	1.2	1.3	-9.1	5.7	-81.8	1.4	14.4	16.8	CC1CCN(S(=O)(=O)c2ccc(C(=O)Nc3ccccc3-c3nc4ccccc4[nH]3)cc2)CC1
-5.3	0.3	1.3	0.2	10.4	1.2	-3.9	1.4	-0.3	8.7	CCOc1cc(S(=O)(=O)NCc2ccc3c(c2)OCO3)c(C)cc1C
2.4	-5.6	-13.1	-17.6	2.7	8.1	-22.2	-35.1	-0.1	-31.8	CCc1ccccc1Nc1nn2c(=O)c3ccc(C(=O)NCc4ccccn4)cc3nc2s1
-0.4	-3.7	-6.7	-1.6	1.3	12.5	10.2	-0.8	2.5	-7.0	Cn1c(CSc2nc3ccccc3s2)nnc1SCC(=O)NCc1ccccn1

# Of the compounds above, two contain a COOH group:
Tn6 DDE FP	Tn7 DDE FP	ADAM17 inh	PLC-gamma1 inh	TDP2 inh	ASAP1 inh	SIAE primary	PLCb3 inh	ARFGAP1 inhibitor	ADAM10 inh	canonical_smiles
6.2	4.9	2.0	0.6	-6.4	-8.0	-3.7	2.1	5.3	-11.3	O=C(O)CC1C(=O)NCCN1Cc1ccc(F)c(F)c1 (configuration not stated)
1.9	-11.9	-2.8	1.6	11.3	5.4	3.8	-4.8	1.3	-2.2	CCOc1ccccc1NC(=O)C(CC)Sc1nc2ccsc2c(=O)n1CCC(=O)O (configuration not stated)

# More records.
Tn6 DDE FP	Tn7 DDE FP	ADAM17 inh	PLC-gamma1 inh	TDP2 inh	ASAP1 inh	SIAE primary	PLCb3 inh	ARFGAP1 inhibitor	ADAM10 inh	canonical_smiles
-6.3	-4.0	-0.3	2.2	-0.5	-10.6	2.5	1.0	0.6	-12.3	N#Cc1ccccc1OCC(=O)OCC(=O)N1CCCC1
-4.7	2.8	9.0*	0.4	-2.5	1.2	9.2	3.1	3.9	-4.2	CC1(c2nnc(Cc3ccccc3)o2)CC(c2ccc(C#N)cc2)=NO1 (configuration not stated)
-1.8	-6.2	-0.3	2.5	-11.8	-11.4	-0.2	4.1	-3.2	0.5	O=C(O)CCCn1cc(NC(=O)COc2ccc([N+](=O)[O-])cc2)cn1
2.2	6.7	-15.2	-2.8	-1.7	1.4	-0.3	-3.2	3.5	-5.5	Cc1ccc(CNC(=O)CCS(=O)(=O)Cc2ccc(C)cc2)cc1
5.8	4.1	3.0	-0.4	-6.5	1.6	-4.5	0.5	-9.9	3.7	CCOCCOC(=O)C(C)Oc1ccc(Oc2ncc(Cl)cc2Cl)cc1 (configuration not stated)
-4.4	1.2	0.0	3.0	-0.8	0.2	1.0	-2.8	2.7	1.3	O=C(NC(Cc1ccccc1)c1ccc2c(c1)OCCCO2)c1ccccc1 (configuration not stated)
-8.3	-1.5	-1.4	1.0	-12.8	8.6	-3.7	-1.9	9.0	1.4	COc1ccc(OCCCC(=O)Oc2ccc(OC)cc2)cc1
1.9	3.5	-1.4	-21.5	2.8	-4.0	-3.1	-27.1	0.8	-6.8	O=[N+]([O-])c1ccc(NN=Cc2ccc3c(c2)OCO3)nc1
-5.1	4.5	-6.1	7.4	-8.4	1.6	-5.7	2.0	-0.1	-5.8	COc1ccc(Nc2cc(Cl)nc(N)n2)cc1OC
5.1	2.7	-2.8	-2.4	7.2	-12.8	-4.8	-3.8	-17.1	-12.6	COCCNC(=O)C1(C)CCCN(C(=O)c2ccccc2OC)C1 (configuration not stated)
-2.2	2.0	2.3	-2.7	6.9	-0.4	-3.0	-0.8	0.3	-7.0	C[C@]12c3[nH]c4ccc(Cl)cc4c3CCN1C(=O)[C@@H](CC(=O)NCc1ccco1)C[C@@H]2C(=O)N1CCOCC1
4.6	-2.2	-3.6	0.9	-8.2	1.7	-6.3	-6.6	0.6	-12.6	COc1ccc(NC(=O)CS(=O)(=O)c2ccc(F)cc2)cc1
8.6	-6.6	4.7	1.1	-6.1	5.4	-3.4	-8.1	6.9	8.7	Oc1ccc(-c2[nH]nc(-c3ccccc3)c2-c2nc3ccccc3[nH]2)cc1

# Pulled by structure from the entries so far, four records:
Tn6 DDE FP	Tn7 DDE FP	ADAM17 inh	PLC-gamma1 inh	TDP2 inh	ASAP1 inh	SIAE primary	PLCb3 inh	ARFGAP1 inhibitor	ADAM10 inh	canonical_smiles
1.9	3.5	-1.4	-21.5	2.8	-4.0	-3.1	-27.1	0.8	-6.8	O=[N+]([O-])c1ccc(NN=Cc2ccc3c(c2)OCO3)nc1
9.7	-12.0	1.3	0.8	-3.8	-5.3	-7.2	3.7	7.1	-1.5	NS(=O)(=O)c1ccc(CCNC(=O)c2cccc([N+](=O)[O-])c2)cc1
-6.5	-1.0	-5.6	-0.1	2.0	-1.1	7.5	-4.9	-5.3	-6.3	Cc1cc(C)c(C=NNc2nc3c([nH]2)c(=O)n(C)c(=O)n3C)c(C)c1
-0.7	-3.1	-4.7	-7.4	6.7	-4.1	3.8	-14.7	-6.4	-12.2	CCOC(=O)C(=CNc1cscc1S(=O)(=O)C(C)C)C(=O)OCC

# Ordered by count of non-hydrogen atoms (high to low): three of the compounds above.
Tn6 DDE FP	Tn7 DDE FP	ADAM17 inh	PLC-gamma1 inh	TDP2 inh	ASAP1 inh	SIAE primary	PLCb3 inh	ARFGAP1 inhibitor	ADAM10 inh	canonical_smiles
-2.2	2.0	2.3	-2.7	6.9	-0.4	-3.0	-0.8	0.3	-7.0	C[C@]12c3[nH]c4ccc(Cl)cc4c3CCN1C(=O)[C@@H](CC(=O)NCc1ccco1)C[C@@H]2C(=O)N1CCOCC1
-5.3	0.3	1.3	0.2	10.4	1.2	-3.9	1.4	-0.3	8.7	CCOc1cc(S(=O)(=O)NCc2ccc3c(c2)OCO3)c(C)cc1C
-0.7	-3.1	-4.7	-7.4	6.7	-4.1	3.8	-14.7	-6.4	-12.2	CCOC(=O)C(=CNc1cscc1S(=O)(=O)C(C)C)C(=O)OCC
